Bioassay records deposited in PubChem by several laboratories.
MazF activator: activators of E. coli MazEF toxin-antitoxin RNase. P0AE70. FAM/BHQ RNA-DNA oligo cleavage fluorescence, 5 h. activation, % at 20 µM. hit rate 0.32% among 350,000; in the data active means activation above about 50%
VHR inh abs: DUSP3 (human) phosphatase inhibition | inhibition, % at 13.3 µM | AID 1654 | P51452 | hit rate 0.52% among 290,000 | recombinant VHR phosphatase, pNPP absorbance; in the data active means inhibition above about 50%; further: some compounds called inactive have numbers as strong as hits
PrPC TRFRET: reduces human prion protein on the cell surface | cell surface PrPC, TR-FRET read-out | inhibition, % at 13.8 µM | hit rate 0.43% among 370,000; in the data active means inhibition above about 24%; further: 0% = median of the test wells and 100% = reference compound wells
Rv3671c inh: inhibits the M. tuberculosis serine protease Rv3671c; P9WHR9; inhibition, % at 5.96 µM; hit rate 0.048% among 320,000; AID 2606; in the data active means inhibition above about 38%;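 further: extracellular domain of Rv3671c used as enzyme; 0% = enzyme with DMSO and 100% = no enzyme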
Vc quorum ag: induces V. cholerae light production without autoinducers; hit rate 0.16% among 350,000; V. cholerae BH1578 lux reporter, luminescence, 6 h; AID 588436; activation, % at 18.7 µM; in the data active means activation mostly above about 9.7%, no sharp cut-off; further: not every result past the cut was called active; inactives centre near 0; reference of the scale not given here
SSB-PriA inh: blocks PriA binding to SSB C-terminal tail; AlphaScreen SSBct-PriA binding, biotinylated peptide; AID 1272365; hit rate 0.6% among 430,000; inhibition, % at 33 µM; in the data active means inhibition mostly above about 37%, no sharp cut-off; inactive means mostly below about 20%;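 further: plate controls were negative control peptide for no effect and reference peptide for full effect; strong numbers were not always called active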
CCHFV vOTU inh: CCHFV vOTU protease inhibition; inhibition, % at 11.5 µM; hit rate 0.55% among 370,000; Pep-AMC fluorescence; AID 651958; in the data active means inhibition above about 30%; further: 0% = vehicle wells with enzyme and 100% = no enzyme wells
Y pestis TopoI: blocks Yersinia pestis topoisomerase I activity | Y. pestis Topo-I cleavage product accumulation, plate reader | activity, % at 10 µM | hit rate 0.064% among 360,000 | AID 504884; in the data active means activity above about 50%, passing the limit was not always enough; further: inactives centre near 2
TcdB inh: blocks C. difficile toxin B glycohydrolase activity | P18177 | hit rate 0.24% among 350,000 | inhibition, % at 9.99 µM | TcdB glycohydrolase enzymatic assay, plate reader; in the data active means inhibition above about 10%
SARS 3CLpro inh: SARS-CoV 3CLpro protease inhibition; recombinant SARS-CoV 3CLpro, quenched FRET peptide cleavage; hit rate 0.14% among 290,000; inhibition, % at 6 µM; P0C6X7; in the data active means inhibition above about 12%
* = called active by the depositor; i = inactive; nt = no result given; & = joins results of further samples.

SMILES	MazF activator	VHR inh abs	PrPC TRFRET	Rv3671c inh	Vc quorum ag	SSB-PriA inh	CCHFV vOTU inh	Y pestis TopoI	TcdB inh	SARS 3CLpro inh
Cc1cc(C)cc(CC(=O)N2CCC2(C)C(=O)NS(=O)(=O)c2ccc(C#N)cc2)c1 (stereo unspecified)	nt	nt	-1	nt	-0.3	nt	4	5	0.4	nt
O=C1C2C3C=CC(CC3)C2C(=O)N1/N=C/c1ccco1 (stereo unspecified)	1	13	-4	7	-0.2	nt	-6	-5	0.6	6
O=C1CC(N2CCN(c3ncccn3)CC2)C(=O)N1CCc1ccccc1 (stereo unspecified)	-10	22	-7	-9	-0.7	-2	-7	15	1.4	-3
C[C@@H]1CN([C@H](C)CO)S(=O)(=O)c2ccc(C#CC3CCCCC3)cc2O[C@H]1CN(C)C(=O)Cc1ccncc1	-5	nt	-5	nt	i	nt	2	36	2.5&-0.1&0.5	nt
COc1ccc(S(=O)(=O)N2CCOCC2)cc1NC(=O)c1ccc(-n2nc(C)cc2C)cc1	-1	-15	4	4	-0.5	-7	-13	-1	1.5	-2
Cc1ccc(/C=C2\C(=N)N3N=C(CC(=O)N4CCCCC4)SC3=NC2=O)cc1	-10	5	2	-1	-0.2	6	-12	9	0.7	-1
CN(CCC#N)C(=S)Nc1ccc(Oc2ccccc2)cc1	3	-8	6	2	i	3	-6	-8	1.6	1
O=c1c(N2CCOCC2)nsn1Cc1ccccc1	8	-2	-4	10	-0.3	-11	13	7	nt	3
O=S(=O)(Nc1cccc2[nH]ncc12)c1cccs1	7	-17	3	6	i	-17	-10	2	2.2	-4
Clc1ccc(-c2csc(-c3cccnc3)n2)s1	3	8	-1	-5	5.3	-3	-3	3	2.2	1
O=C(NCCOc1ccccc1)c1cncc(Br)c1	3	36	-2	-19	nt	-5	-2	-1	1.6	2
COc1ccc(C(=O)NCc2ccc3c(c2)OCO3)cc1	-2	18	-3	8	i	-18	-6	-2	0.9	0
COc1cccc(NC(=O)CN(C)C(=O)Cn2c(=O)oc3ccccc32)c1	-12	nt	-3	-4	i	2	-6	7	0.1	nt
O=C(Nc1ccc(Cl)cc1)N1CCOCC1	4	10	-4	3	i	-1	-3	-6	0.0	-5
CCN(CCNC(=O)C1CCN(c2nnc(-n3cccc3)s2)CC1)c1ccccc1	5	2	-5	-4	-0.2	-2	-5	24	0.7	1
NC(=S)NNc1ccc(Cl)c(Cl)c1	2	8	4	7	-1.7	-8	-9	-3	-5.3	-1
COc1ccc(NC(=O)CNc2ccc(C#N)cc2)cc1	5	14	4	-1	0.4	6	-6	8	0.4	4
CCOC(=O)C1(C)NC(c2ccccc2F)C2C(=O)N(c3cccc(C(C)=O)c3)C(=O)C21 (stereo unspecified)	-1	23	-5	-2	-0.1	-10	-13	-1	nt	-3
O=C(CC1C=CCC1)Nc1ccccc1 (stereo unspecified)	8	nt	0	nt	i	1	12	10	1.5	nt
COc1ccc(CNCc2ccc(OC)c3ccccc23)cc1	7	5	14	0	-0.6	-8	26	11	-0.9	-2

As entered above.
O=S(=O)(Nc1cccc2[nH]ncc12)c1cccs1 | SSB-PriA inh = -17
Cc1cc(C)cc(CC(=O)N2CCC2(C)C(=O)NS(=O)(=O)c2ccc(C#N)cc2)c1 (stereo unspecified) | PrPC TRFRET = -1

(continued)
SMILES	MazF activator	VHR inh abs	PrPC TRFRET	Rv3671c inh	Vc quorum ag	SSB-PriA inh	CCHFV vOTU inh	Y pestis TopoI	TcdB inh	SARS 3CLpro inh
CN(CCOc1ccc(Cl)cc1)C(=O)c1ccc(S(=O)(=O)N2CCOCC2)cc1	4	-14	7	0	-0.3	-10	-10	-15	0.5	1
Cc1ccsc1C(=O)N1CCN(c2ncccn2)CC1	1	nt	-7	-4	i	3	-5	4	-0.6	nt
Cc1ccccc1C(=O)NNC(=O)C(=O)Nc1cccc(Cl)c1C	-5	-7	-1	5	-0.7	-12	-6	0	nt	-3
O=[N+]([O-])c1ccc(N2CCN(Cc3ccccc3)CC2)s1	-14	13	-45	3	i	10	21	0	0.1	4
O=C(Nc1ccc(N2CCCC2)cc1)c1cc(Br)ccc1Cl	18	40	-4	-7	-0.1	24	3	-19	-0.2	1
CCn1c(/C=C/Nc2ccccc2)[n+](CC)c2ccc(C(=O)OCC(F)(F)F)cc21	16	1	6	-2	-0.4	6	-4	21	-10	-6
COc1cc(/C=N\NC(=O)c2ccc(Cl)cc2)ccc1Oc1ccc([N+](=O)[O-])cn1	11	5	-8	-5	-0.4	nt	2	1	0.4	-1
COCCCNc1nc2nonc2nc1N1C[C@H]2CC[C@H]1C2	0	5	-5	5	-0.7	1	-1	-11	-0.7	0
Cc1ccc(CN/C=C/C(=O)c2ccc(Br)cc2)cc1	-1	14	nt	-10	0.7	nt	nt	-4	nt	5
CCCCCC(=O)Nc1ccc(C(=O)COC(=O)CN2C(=O)NC3(CCCC3)C2=O)cc1	0	nt	3	2	1.9	0	18	-3	1.9	nt
C/C(=N\NC(=O)CNC(=O)c1ccccc1F)c1ccco1	-3	15	2	-18	-3.1	nt	-6	6	-7.0	-3
CCOC(=O)C1(Cc2ccc(Cl)cc2)CCN(C(C)Cc2ccc(O)c(OC)c2)CC1 (stereo unspecified)	10	-12	2	-3	-0.7	13	-9	6	1.8	-2
CC(C)Sc1nnc(Nc2ccccc2)s1	2	32	0	1	i	-19	16	9	nt	0
CC1CC(C)CN(CCCNC(=O)c2ccc(CNS(=O)(=O)c3ccc(F)cc3)cc2)C1 (stereo unspecified)	17	73	-6	-4	-0.1	-3	2	5	1.4	-3
C=CC[C@]12CC=CC(=O)[C@@]1(O)O[C@H](c1ccc(OC)c(OC)c1)[C@H]2C	-13	nt	0	3	-0.1	0	-11	-2	1.3	nt
C=CCOc1ccc(/C=C\c2nc(O)c([N+](=O)[O-])c(=O)[nH]2)cc1OCC	-5	7	-17	11	1.7	-14	-7	4	-0.8	0
Cc1ccc(NC(=O)NC(=O)CSc2n[nH]c(N)n2)c(C)c1	-1	8	-2	-2	-0.2	-3	-5	-9	1.4	3
CC(=O)N/C(=C\c1ccccc1)C(=O)NCC(=O)O	4	10	4	nt	i	6	-4	7	0.5	-5
CC(C)C(C(=O)O)N1CCS(=O)(=O)CC1 (stereo unspecified)	-7	17	-3	-2	-0.8	-12	15	-4	2.3	4
O=C(Cn1cnc([N+](=O)[O-])n1)NCc1ccccc1	0	7	-19	7	-1.2	-21	-4	0	nt	1
O=C(c1cnn(-c2ccc(Cl)cc2)c1)c1ccccc1O	2	11	-3	-9	i	-8	5	-3	1.5	-2
COc1ccccc1CNC(=O)CCNC(=O)c1ccco1	6	nt	-1	nt	i	-14	-1	-1	0.2	nt
CCOc1ccc(OCCOC(=O)C2CCN(S(=O)(=O)c3ccc(C)c(C)c3)CC2)cc1	0	nt	-5	3	-3.8	-9	1	2	-0.1	nt
CCOC(=O)c1cnc2c(OC)cccc2c1N1CC(C)CC(C)C1 (stereo unspecified)	9	-5	-5	0	0.9	4	19	32	1.1	-1
Cn1nnnc1-c1cc(Cl)cc(Cl)c1	-10	17	8	-2	-0.2	-12	-8	-8	0.3	-1
O=c1[nH]c(C2CCN(S(=O)(=O)c3ccc(F)cc3)CC2)nc2c1nnn2Cc1ccc2c(c1)OCCO2	2	-20	-2	-28	i	-7	26	6	0.9	9
CCOC(=O)c1c(C)[nH]c(C(=O)Nc2ccc(NC(C)=O)cc2)c1C	5	9	-3	0	i	-10	0	0	2.1	1
Cc1ccc2c(c1)N(CC(=O)NCCCN1CCCC1)C(=O)CO2	3	26	-7	0	-0.3	-1	0	5	0.8	-2
COc1ccc(C2=NS(=O)(=O)N(C)C(C(=O)NC3CCCCC3)=C2)cc1OC	4	9	-3	-6	-0.2	-13	5	3	3.7	-1
COc1cc(C(=O)NC(=S)NC(C)C)cc(OC)c1OC	2	0	-3	-3	-0.2	-7	-3	8	nt	3

Quoted at random: 4 compounds from above
SMILES	MazF activator	VHR inh abs	PrPC TRFRET	Rv3671c inh	Vc quorum ag	SSB-PriA inh	CCHFV vOTU inh	Y pestis TopoI	TcdB inh	SARS 3CLpro inh
O=C(c1cnn(-c2ccc(Cl)cc2)c1)c1ccccc1O	2	11	-3	-9	i	-8	5	-3	1.5	-2
COc1cc(C(=O)NC(=S)NC(C)C)cc(OC)c1OC	2	0	-3	-3	-0.2	-7	-3	8	nt	3
COc1ccccc1CNC(=O)CCNC(=O)c1ccco1	6	nt	-1	nt	i	-14	-1	-1	0.2	nt
COc1ccc(C2=NS(=O)(=O)N(C)C(C(=O)NC3CCCCC3)=C2)cc1OC	4	9	-3	-6	-0.2	-13	5	3	3.7	-1

Later entries
SMILES	MazF activator	VHR inh abs	PrPC TRFRET	Rv3671c inh	Vc quorum ag	SSB-PriA inh	CCHFV vOTU inh	Y pestis TopoI	TcdB inh	SARS 3CLpro inh
Cc1ccc(N=C2NC(=O)CS2)cc1C	-5	19	8	-9	i	-2	17	-4	1.3	-3
CCc1ccc([C@@H]2CC=C(C(=O)O)[C@H](c3ccc(F)cc3)N2S(=O)(=O)c2ccc(C)cc2)cc1	-4	nt	10	-22	1.5	-9	27	6	-3.1	nt
CCOc1ccccc1C(=O)N1CCN(c2cccc(Cl)c2)CC1	-7	12	10	-7	3.0	6	2	20	nt	6
COc1cc2c(cc1OC)-c1n[nH]c(=S)n1C(C)(C)C2	2	11	-6	5	-0.3	-3	3	5	-1.6	3
Cc1ccc(-c2csc3ncnc(-n4nnc5ccccc54)c23)cc1	3	13	0	0	-0.3	-28	0	19	nt	3
Cc1ccc(C)c(OCC(=O)Nc2ccc(S(=O)(=O)N3CCN(C)CC3)cc2)c1	-3	31	9	-5	6.7	3	9	-5	nt	0
O=C(Cc1cccs1)NCc1cccc(Cl)c1	-6	-3	5	nt	i	-7	-13	-4	3.8	-2
c1ccc(Cc2ccc(OCCn3cncn3)cc2)cc1	-2	-4	8	-2	-7.9	8	1	5	nt	1
CC(=O)c1cn(CC(=O)NCc2ccc3c(c2)OCO3)c2ccccc12	-4	9	8	-11	-0.7	-14	4	-9	nt	1
CCC(=O)Nc1ccc2c(c1)ncn2-c1ccc(C)cc1	8	13	-3	10	0.1	-17	-11	7	1.9	5
CC1(C(=O)Nc2cnc3ccccc3c2)CCN1C(=O)C/C=C/c1ccccc1 (stereo unspecified)	nt	nt	-1	nt	0.3	nt	3	-2	-0.4	nt
COc1cccc(-n2c(Cc3cc(=O)[nH]c(=O)[nH]3)nnc2SCC(=O)N2CCCCCC2)c1	-2	0	8	-6	-0.2	-2	14	0	0.9	-1
Nc1nnnn1/N=C/c1cc([N+](=O)[O-])ccc1O	5	0	-5	5	3.1	nt	25	10	0.9	-2
CC(=O)Nc1ccc2cc3ccc(NC(C)=O)cc3nc2c1	-63	37	-42	-10	i	5	-29	-13	0.0	-10
O=C(CCC(=O)Nc1ccc(F)cc1)N/N=C/c1ccncc1	3	2	0	-6	-0.3	nt	-14	-5	1.3	0
CCc1nnc(NC(=O)C2(C)COC(c3ccccc3)OC2)s1 (stereo unspecified)	7	2	-3	5	i	-2	-8	-1	1.9	1
Cc1ccc(NS(=O)(=O)c2cccc(C(=O)NCC3(N(C)C)CCCCC3)c2)cc1	11	22	-4	13	-0.6	13	3	-10	0.3	-1
CCCNC(=O)Cn1c(=O)/c(=C\c2ccc(-c3cccc([N+](=O)[O-])c3)o2)s/c1=C\C(=O)C(C)(C)C	175*	-4	0	0	-0.3	nt	-12	-5	nt	-1
CCN(CC)CCN(C(=O)c1ccc(S(=O)(=O)N2CCCC2)cc1)c1nc2cc(C)cc(C)c2s1	-9	24	-4	-11	i	22	-22	19	1.3	2
COc1ccc(-c2nc3c(s2)CCc2onc(-c4ccc(Br)cc4)c2-3)cc1	-1	nt	0	8	-0.3	-15	-11	-7	0.9	nt
Cc1cccc(C)c1NC(=O)C(C)NCc1cccs1 (stereo unspecified)	-1	nt	0	nt	-0.9	nt	-1	0	1.2	nt
Cc1ccc(OCC(=O)N(Cc2ccco2)C2CCS(=O)(=O)C2)cc1 (stereo unspecified)	-1	10	-3	2	-2.0	2	1	5	2.0	-4
CC(=O)Nc1ccc(S(=O)(=O)N2CCN(Cc3cccnc3)CC2)cc1	4	42	1	5	i	-2	-4	3	-1.5	-2
COCCNc1nc(NCCOc2ccccc2Cl)c2sccc2n1	nt	nt	5	nt	i	nt	12	1	0.7	nt

Only part of the results is shown (hit frequency here may not be typical).
